# Anesthetic bind = binds horse apoferritin like a general anesthetic | P02791 | apoferritin/1-aminoanthracene competitive binding, fluorescence | Potency, µM (titrated, usually from 77.5 µM), inactives show top-dose activity change, negative = displacement, hits mostly inhibitors | hit rate 0.074% among 350,000; further: potency means the concentration at half of the fitted maximal effect; on the % scale 0 is the no-effect control and ±100 the full control effect; nearly all actives have a fitted effect of over 20% in size
#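 Steps: apoferritin (10 uM) was premixed with half-saturated 1-AMA in PBS, compounds were pin-transferred, plates stood 10 min at room temperature, fluorescence was read at 380/535 nm, and curves were fitted with a Hill equation.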
# POLI inh = blocks human DNA polymerase iota activity | hit rate 1% among 390,000 | Potency, µM (highest dose often 115 µM), without a hit: top-dose activity, negative = inhibition, actives largely listed as inhibitors | AID 588590 | Pol iota fluorescent replication assay, 10 min; further: potency means the concentration at half of the fitted maximal effect
#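 Pol iota at 10 nM preincubated 15 min with compounds at room temperature; reaction started with fluorescent substrate, 50 nM final. Fluorescence read kinetically at 0 and 10 min; buffer-only wells as negative control.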
# TRHR ag = activates the human TRH receptor. AID 493084. TRHR cells, calcium flux fluo-8, FDSS agonist mode. activation, % at 2 µM. hit rate 0.18% among 360,000. P34981; in the data active means activation above about 30%; further: 0% is about no effect
#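 Fluo-8-loaded TRHR cells; 10 s baseline, compound added, kinetic Ca2+ fluorescence read 1/s, agonist mode.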
# POLB inh = DNA polymerase beta (human) inhibition; P06746; Pol beta primer extension/strand displacement, fluorescence kinetic; hit rate 1.3% among 340,000; Potency, µM (series often up to 114 µM), inactives show at the top dose activity change, negative = inhibition, usual class: inhibitors; further: potency means the concentration at half of the fitted maximal effect; on the % scale 0 is the no-effect control and ±100 the full control effect
#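 Human Pol beta at 10 nM; strand-displacement substrate 50 nM final. Compound exposure 15 min at room temperature before start, reaction 10 min at room temperature.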
# APE1 inh = APE1 (human) endonuclease inhibition; AID 2517; P27695; Potency, µM (titrated, usually from 65.8 µM), inactives show top-dose activity change, negative = inhibition, usual class: inhibitors; recombinant APE1, TAMRA/BHQ-2 abasic DNA cleavage fluorescence; hit rate 0.35% among 350,000;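 further: potency means the concentration at half of the fitted maximal effect; plate controls were vehicle for no effect and reference inhibitor for full effect; nearly all actives have a fitted effect of over 55% in size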
# Target sequence (P27695 whole entry, looked up): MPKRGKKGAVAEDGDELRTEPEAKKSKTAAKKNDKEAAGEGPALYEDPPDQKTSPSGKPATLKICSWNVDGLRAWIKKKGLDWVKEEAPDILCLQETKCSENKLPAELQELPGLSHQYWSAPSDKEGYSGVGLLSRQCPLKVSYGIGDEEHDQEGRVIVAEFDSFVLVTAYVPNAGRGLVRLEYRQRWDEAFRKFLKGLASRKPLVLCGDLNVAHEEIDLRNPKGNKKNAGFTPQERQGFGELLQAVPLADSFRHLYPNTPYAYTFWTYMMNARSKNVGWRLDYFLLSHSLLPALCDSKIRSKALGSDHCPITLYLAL
#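 0.75 nM APE1 + cpd, 15 min RT; start w/ 50 nM TAMRA/BHQ-2 THF-abasic dsDNA; kinetic fluor 525/598 nm ×3 reads @60 s; Δ(read3−read1); normalized to DMSO and NSC13755 control wells.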
# Pol kappa inh = inhibitors of human DNA polymerase kappa | hit rate 0.53% among 400,000 | Potency, µM (top dose mostly 107 µM), for the others: at the highest dose activity, negative = inhibition, most hits filed as inhibitors | purified Pol kappa, fluorescent DNA synthesis assay, 10 min | Q9UBT6 | AID 588579; further: potency means the concentration at half of the fitted maximal effect; on the % scale 0 is the no-effect control and ±100 the full control effect
#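 Here, compound and 10 nM enzyme are combined for 15 min at room temperature; adding 50 nM substrate (final) starts DNA synthesis, tracked by fluorescence at 0 and 10 min against buffer-only wells.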
# 12-LOX inh = inhibitors of human 12S-lipoxygenase ALOX12; hit rate 1.1% among 580,000; Potency, µM (top dose mostly 108 µM), without a hit: at the top dose activity change, negative = inhibition, most hits filed as inhibitors; AID 1671190; purified 12hLO, xylenol orange hydroperoxide absorbance; P18054; further: potency means the concentration at half of the fitted maximal effect; on the % scale 0 is the no-effect control and ±100 the full control effect
# Target sequence (P18054 whole entry, looked up): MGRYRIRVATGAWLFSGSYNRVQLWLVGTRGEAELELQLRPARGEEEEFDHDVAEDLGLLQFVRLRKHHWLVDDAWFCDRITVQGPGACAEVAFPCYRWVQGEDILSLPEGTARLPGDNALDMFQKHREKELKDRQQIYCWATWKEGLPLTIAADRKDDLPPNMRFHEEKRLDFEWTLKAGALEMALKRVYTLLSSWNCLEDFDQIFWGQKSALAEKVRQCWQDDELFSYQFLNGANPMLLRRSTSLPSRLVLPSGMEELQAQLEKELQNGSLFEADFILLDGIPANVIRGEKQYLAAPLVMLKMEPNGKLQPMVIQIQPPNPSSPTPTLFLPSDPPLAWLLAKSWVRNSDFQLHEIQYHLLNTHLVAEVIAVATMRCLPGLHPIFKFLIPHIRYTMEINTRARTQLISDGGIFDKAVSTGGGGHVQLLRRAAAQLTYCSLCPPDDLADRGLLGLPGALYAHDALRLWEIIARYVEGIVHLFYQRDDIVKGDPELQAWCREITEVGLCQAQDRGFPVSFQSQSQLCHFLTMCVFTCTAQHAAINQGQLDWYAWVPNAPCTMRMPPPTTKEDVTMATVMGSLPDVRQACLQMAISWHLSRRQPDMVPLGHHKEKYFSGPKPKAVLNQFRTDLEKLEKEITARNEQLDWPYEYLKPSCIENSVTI
#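 Hydroperoxide product was detected by ferrous iron/xylenol orange as the 573 to 405 nm absorbance ratio. Arachidonic acid at 40 uM (final) was turned over for 30 min at room temperature by 150 nM human 12hLO, pH 7.0 Hepes buffer, after 15 min compound preincubation.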
# ERG-DNA inh = ERG Ets/DNA interaction inhibition. Potency, µM (top dose mostly 76.9 µM), for the others: at the highest dose FP activity, negative = inhibition, hits mostly inhibitors. AID 624246. P11308. hit rate 0.028% among 370,000. fluorescence polarization, His-ERG Ets domain / labelled DNA; active means well fitted inhibition curve with a large enough effect in the polarisation, with a control signal flat; inconclusive means small, poorly fitted or top-dose-only effect, or effect the other way, or a change in a side signal; inactive means no such curve, though single readings can be large or run the other way; the % refers to the polarisation;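 further: polarization taken with two DNA probes labelled with fluorescein and Texas red; potency means the concentration at half of the fitted maximal effect; % of control where 0% means no effect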
#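 His-tagged ERG Ets domain (1 uM in the protein solution; 300mM KCl, 50mM Tris-HCl, 1mM EDTA, 1mM DTT, pH 7.5) received compound, then a probe mix of 5 nM fluorescein-DNA and 100nM Texas-615-DNA. Fluorescence polarization was read for both dyes.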
# BLM helicase inh = inhibitors of human Bloom syndrome helicase BLM | hit rate 0.2% among 350,000 | P54132 | AID 2528 | Potency, µM (titrated, usually from 56.1 µM), without a hit: at the highest dose activity change, negative = inhibition, most hits filed as inhibitors | recombinant BLM DNA unwinding, fluorescence dequenching;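 further: potency means the concentration at half of the fitted maximal effect; plate controls were vehicle for no effect and no enzyme for full effect; nearly all actives have a fitted effect of over 35% in size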
# The depositor's hits bear a star; ? = inconclusive; nt = no result given; & = joins results of further samples; [ ] = another dose, or the depositor's remark. Unless noted, the call rests on the fitted dose curve; in most records, active means well fitted curve in the direction sought with a large enough effect; inconclusive means small, poorly fitted or top-dose-only effect, or another doubt; inactive means no such curve, though single readings can be large; an effect the other way counts as inactive or inconclusive.
SMILES,Anesthetic bind,POLI inh,TRHR ag,POLB inh,APE1 inh,Pol kappa inh,12-LOX inh,ERG-DNA inh,BLM helicase inh
COc1ccc(CCNC(=O)c2ccc3c(c2)N(Cc2c(F)cccc2Cl)C(=O)CS3)cc1OC,57.0%[activator],4.5%,0.8,2.0%,nt,-3.7%[60.1 µM],-11.8%,-18.1%,-10.4%
CCCc1cc(=O)oc2cc(C)cc(OCC(=O)NCCCN3CCCC3=O)c12,-10.0%,37.2%[activator],-0.4,12.3%,15.4%,0.8%,8.7%,-4.3%,-1.8%
Clc1ccccc1CSc1nnc(C2CCNCC2)o1,?,17.9%,1.5,3.8%,nt,4.2%,-20.3%,1.5%,-5.4%
CCn1ncc([C@@H]2C[C@H]3CN(Cc4ccccc4C)C(=O)[C@]34CCCN24)c1C,-3.9%,34.9%[activator],0.4,2.9%,2.2%,8.0%,-7.8%,4.4%,-4.1%
CCn1nnnc1SCC(=O)Nc1cc(C)on1,-1.4%,9.9%,0.1,16.0%,8.2%,-18.2%,79.4%[activator],-18.6%,1.9%
Cc1cc(C)n(-c2nc3ccccc3c(=O)n2OCc2ccc(Cl)cc2)n1,-23.1%,-7.5%,-1.1,4.7%,-5.2%,-4.2%,0.0%,6.3%,-6.8%
c1ccc(CCCc2nc(-c3ccccn3)no2)cc1,-1.6%,3.1%,0.6,10.8%,11.1%,-10.0%,4.0%,nt,-0.5%
CC1CCCN(C(=O)CN(c2ccccc2)S(=O)(=O)c2ccc(F)cc2)C1 (stereo not drawn),nt,-3.3%,0.3,nt,-0.8%,6.4%,354.7%[activator],-8.1%,nt
Clc1ccc2c(NCc3ccccn3)ccnc2c1,-1.0%,-7.6%,-0.2,19.9%,29.3%,-13.9%,0.0%,-1.3%,0.0%
CCc1ccc(Oc2ncnc(N)c2[N+](=O)[O-])cc1,-13.2%,44.9%[activator],-0.6,-5.5%,-0.8%,-15.3%,-0.4%,-3.0%,-8.7%
CCOc1ccc(NC(C(=O)Nc2cccc(C(C)=O)c2)c2ccccc2)cc1 (stereo not drawn),0.4%,-17.9%,0.0,-13.9%,-6.5%,-12.2%,8.8%,nt,-10.1%
CC1Cc2cc(S(=O)(=O)N3CCN(c4ccccc4)CC3)ccc2N1C(=O)C1CC1 (stereo not drawn),1.2%,-21.6%,-0.5,35.4%,-3.8%,6.1%,1.8%,2.3%,-7.1%
COC(=O)N1C(=O)[C@@](c2ccccc2)(C(C)C)N1C(=O)OC,-2.7%,-11.8%,-0.9,21.7%,-5.0%,8.1%,6.9%,-9.1%,-1.2%
Cc1nnsc1C(=O)Nc1ccc(S(=O)(=O)N2CCC(C)CC2)cc1,-6.9%,-0.9%,0.7,5.9%,-12.4%,-16.0%,1.4%,1.4%,-3.5%
COc1ccc(NC(=O)COC(=O)/C=C/c2ccc(OC)c(S(=O)(=O)N3CCOCC3)c2)cc1,-7.4%,-9.9%,0.2,22.9%,21.2%,-4.5%,11.0%,3.8%,4.0%

# Profiles, looked up by structure.
# Entry for COc1ccc(NC(=O)COC(=O)/C=C/c2ccc(OC)c(S(=O)(=O)N3CCOCC3)c2)cc1 : Anesthetic bind = -7.4%; POLI inh = -9.9%; TRHR ag = 0.2; POLB inh = 22.9%; APE1 inh = 21.2%; Pol kappa inh = -4.5%; 12-LOX inh = 11.0%; ERG-DNA inh = 3.8%; BLM helicase inh = 4.0%
# Entry for CCCc1cc(=O)oc2cc(C)cc(OCC(=O)NCCCN3CCCC3=O)c12 : Anesthetic bind = -10.0%; POLI inh = 37.2%[activator]; TRHR ag = -0.4; POLB inh = 12.3%; APE1 inh = 15.4%; Pol kappa inh = 0.8%; 12-LOX inh = 8.7%; ERG-DNA inh = -4.3%; BLM helicase inh = -1.8%

# (next part)
SMILES,Anesthetic bind,POLI inh,TRHR ag,POLB inh,APE1 inh,Pol kappa inh,12-LOX inh,ERG-DNA inh,BLM helicase inh
Cc1ccc(S(=O)(=O)N2CCN(C(=O)COC(=O)c3ccc(C(C)(C)C)cc3)CC2)c(C)c1,-0.1%,134.4%[activator],0.9,23.5%,2.6%,3.0%,0.0%,0.2%,-6.8%
Cc1cc2nc(-c3ccc[nH]c3=O)n(Cc3ccccc3F)c2cc1C,-1.1%,92.2%[activator],-0.6,2.5%,39.5%[activator],2.6%,33.6%[activator],?,0.8%
O=C(CCNC(=O)c1ccco1)Nc1ccc(F)c(Cl)c1,-4.3%,-17.1%,-0.4,30.9%,10.4%,0.2%,?,6.0%,-3.3%
C=CCN(C(=O)c1csnn1)C(C(=O)NCc1ccc(F)cc1)c1ccc(F)cc1 (stereo not drawn),4.2%,5.8%,4.0,-14.2%,16.2%,-10.0%,-0.4%,2.5%,-3.8%
CCOC(=O)C(=NCC1CCCO1)NNc1ccccc1Cl (stereo not drawn),-5.1%,2.4%,-0.6,-10.5%,1.9%,-9.0%,?,3.9%,-4.9%
O=C(CSc1nc2ccsc2c(=O)n1CC1CCC(C(=O)O)CC1)NCCc1ccc(Cl)cc1 (stereo not drawn),-8.2%,?,0.3,-0.8%,19.0%,-2.1%,54.4%[activator],4.5%,1.3%
COc1cccc(NC(=O)NNC(=O)CN2C(=O)COc3ccccc32)c1,-2.7%,2.5%,0.1,22.2%,44.5%,-7.2%,0.0%,4.8%,-4.0%
COc1ccc(-c2c(C)n([O-])c3c([n+]2=O)CCCC3)cc1,-7.0%,1.5%,0.6,11.8%,15.0%,-18.6%,-21.8%,-4.2%,-2.7%
COc1ccc(Cn2cc(C(=O)c3ccc(C)c(C)c3)c(=O)c3ccccc32)cc1,?,12.6%,0.2,?,nt,0.3%,9.1%,-0.5%,-5.7%
O=C(CCC(=O)Nc1ccc(Oc2ccccc2)cc1)NCCO,-11.7%,7.7%,0.1,-12.9%,0.6%,1.5%,7.7%,-0.8%,0.9%
CCN1CCN(C(=S)NC(=O)c2cccs2)CC1,0.7%,50.2%[activator],-0.1,28.6%,13.0%,2.5%,-27.8%,0.4%,-0.7%
Cc1cc(C)c(N2C(=O)CCCC2=O)c(Cl)c1,-1.8%,23.8%,-0.8,21.5%,2.8%,9.8%,?,-9.4%,-1.3%
Cc1cccc(NC(=O)CSc2nnc(N)s2)c1,?,10.7%,0.6,-5.2%,nt,5.0%,-9.8%,-1.0%,-0.6%
O=C1CC[C@H](O)CCN1[C@H](CSc1ccccc1)Cc1ccccc1,-13.1%,-1.6%&41.2%,-0.1,7.3%,67.8%[activator],-15.8%&1.1%,4.4%,-6.3%,0.9%
Oc1ccc(/C=N/N2CCOCC2)c(O)c1O,-9.4%,120.9%[activator],-0.2,?,7.08µM*,?,65.7%[activator],-10.4%,-7.5%
CC(=O)c1ccc(-c2ccc(C3C4C=CCCC4(C)C(=O)N3Cc3ccccc3)c(F)c2)cc1 (stereo not drawn),?,24.6%,nt,nt,-4.7%,-4.1%,nt,nt,-7.7%
O=C(CN1C(=O)NC(Cc2ccccc2)C1=O)Nc1ccccc1OC(F)F (stereo not drawn),nt,9.3%,-0.2,nt,2.4%,-16.5%,-7.9%,-5.0%,nt
Cc1cccc(N2CCN(C(=O)C3CCN(c4ncnc5c4nc4n5CCCCC4)CC3)CC2C)c1 (stereo not drawn),-1.2%&-1.8%,25.8%&11.3%,-0.4&-0.1,12.4%&5.0%,-21.8%,1.4%&-20.9%,-25.5%&3.9%,5.1%&-1.0%,-7.3%&-2.5%
Cc1ccc(S(=O)(=O)Cc2ccc(C(=O)N3CCN(c4cc(C)ccc4C)CC3)o2)cc1,-7.5%,?,-0.7,39.8µM*,-6.8%,-24.9%,-6.9%,-9.2%,-7.3%
COc1cc(C(=O)NCCC(C)C)c([N+](=O)[O-])cc1OC,-9.0%,22.3%,0.0,13.7%,-3.1%,-2.8%,2.9%,nt,-0.8%
COc1ccc(OC)c(CCNC(=O)c2cnn(-c3ccccc3)c2-n2cccc2)c1,5.4%,9.5%,-0.7,-18.9%,nt,-5.1%,-12.9%,6.6%,-5.4%
Cc1cccc(OCC(=O)Nc2nc3c(s2)CC(C(C)(C)C)CC3)c1C (stereo not drawn),?,-25.1%,-1.4,19.0%,nt,-4.5%,?,0.1%,-0.7%
Cc1nnn(-c2nonc2N)c1C(=O)NNC(=O)c1ccc(Cl)c(Cl)c1,-5.9%,24.0%,-1.9,12.4%,3.4%,1.6%,-1.2%,-8.1%,-3.8%
CC1CCC(NC(=O)CCn2ccc3cc(S(=O)(=O)N4CCCC4)ccc32)CC1 (stereo not drawn),-2.0%,10.5%,-0.7,-20.7%,-10.2%,-5.1%,-24.5%,-0.7%,-1.9%
CC(C)(C)c1csc(NC2=NS(=O)(=O)c3ccccc32)n1,-8.4%,?,0.4,-11.6%,-4.6%,-2.9%[60.1 µM],8.8%[57.4 µM],nt,-2.7%
CCN1CCN(CCCNC(=O)C2CCN(c3nnc(-n4c(C)ccc4C)s3)CC2)CC1,-8.5%,36.5%[activator],0.2,4.2%,-4.0%,-2.4%,4.0%[57.4 µM],2.7%,3.1%
CCOC(=O)C1CCN(c2cc(C)nc3cc(-c4cccc(F)c4)nn23)CC1,17.7%,?,-1.2,0.0%,10.7%,-8.4%,-17.2%,0.5%,-0.1%
COc1ccc(C(C[N+](=O)[O-])c2c(-c3ccccc3)cc3ccccn23)cc1OC (stereo not drawn),-16.3%,-21.2%,0.9,23.2%,0.3%,-9.7%,?,0.3%,-2.0%
O=C(CNC(=O)c1cccs1)OCC(=O)c1ccc([N+](=O)[O-])cc1,-15.1%,22.8%,-1.2,-1.3%,-3.7%,-6.4%,-12.1%,0.1%,1.3%
CNC(=O)NC(=S)NC(=O)c1ccc(OC)cc1,-7.7%,13.1%,0.9,18.3%,-2.6%,-4.2%,?,-3.7%,-9.0%
Fc1cccc(CNc2ncnc3cc(Cl)ccc23)c1F,6.2%,?,-0.5,-12.4%,19.0%,-20.9%,6.0%,5.8%,-3.3%
N[C@H](Cc1ccc(Cl)cc1)C(=O)O,nt,nt,nt,nt,-9.1%,-9.5%[19.4 µM],?,nt,0.1%

# Some of the compounds tested (hit frequency here may not be typical).
